MITF TRPM1 inh – inhibitors of MITF-driven TRPM1 promoter in melanoma cells; SK-MEL-5 TRPM1 promoter luciferase, 24 h; inhibition, % at 12.5 µM; 330,000 compounds, 0.83% hits; AID 488899;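 active = mean inhibition across replicates of 60% or more, whatever share of single replicates reaches that level; inconclusive = some that reach 60%, reason not given; inactive = mean inhibition across replicates below 60%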; note: values of inactives mirror those of a sister screen read the other way
Shn3 3UTR inh – Schnurri-3 reporter inhibition in Clone20 osteoblasts; Clone20 osteoblast Shn3 3'UTR firefly luciferase, 24 h; inhibition, % at 12.5 µM; 360,000 compounds, 0.52% hits;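 active = mean inhibition of at least 75% with every replicate also reaching 75%; inconclusive = mean inhibition at least 75% but some replicate below; inactive = mean inhibition below 75%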;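 note: 0% = median of neutral control wells and 100% = pilot-screen positive control compound; some compounds past the cut are filed as inactive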
Peg3 prom inh – inhibitors of Peg3 promoter | HeLa PEG-Prom luciferase reporter, luminescence, overnight | inhibition, % at 20 µM | 360,000 compounds, 1.7% hits;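 active = inhibition of at least 50% at 20 µM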
CaV13 ICDI inh – Primary screen for inhibitors of IQ motif and Ca2+-dependent inactivation inhibitor domain binding in CACNA1D, Förster resonance energy transfer in living cells, …. HEK cells, CFP/YFP FRET ICDI-IQ, plate reader, 10 min; percent FRET-ratio fall versus neutral wells. 340,000 compounds, 0.098% hits. inhibition, % at 12.3 µM;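 active = mean replicate inhibition of at least 30% and at least 1% of replicates passing that level; inconclusive = only one of the two criteria is met; inactive = neither criterion is met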;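 note: 0% = median of the neutral control wells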
NR2E3 ag-1 – activates human NR2E3 receptor. 360,000 compounds, 0.35% hits. inhibition of corepressor binding, % at 3.98 µM. AID 602229. Q9Y5X4. CHO-S Gal4-NCOR/VP16-NR2E3 two-hybrid, luciferase;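 active = inhibition above the mean of all tested compounds plus 3 SD, cut at about 70% in these data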;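 note: 0% = DMSO with NR2E3 transfected cells and 100% = cells lacking NR2E3 construct; higher means lower luciferase signal from less NR2E3 corepressor binding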
Target sequence (Q9Y5X4 whole entry, looked up, the tested form may be a part): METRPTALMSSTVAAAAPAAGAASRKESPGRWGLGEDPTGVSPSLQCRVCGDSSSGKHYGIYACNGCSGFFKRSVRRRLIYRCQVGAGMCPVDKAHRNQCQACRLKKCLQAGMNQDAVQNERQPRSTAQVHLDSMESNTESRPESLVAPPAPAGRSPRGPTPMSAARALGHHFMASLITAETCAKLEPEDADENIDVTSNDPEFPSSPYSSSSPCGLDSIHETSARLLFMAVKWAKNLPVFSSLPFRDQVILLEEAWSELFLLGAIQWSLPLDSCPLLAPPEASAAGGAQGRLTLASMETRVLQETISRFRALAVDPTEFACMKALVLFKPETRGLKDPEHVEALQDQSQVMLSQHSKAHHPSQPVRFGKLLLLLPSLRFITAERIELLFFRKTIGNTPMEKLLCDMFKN
CF NFkB inh – blocks PAF-induced NF-kB reporter in cystic fibrosis cells; KKLEB NF-kB-GFP reporter, GFP fluorescence overnight; inhibition, % at 5 µM; 360,000 compounds, 0.86% hits;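 active = at least 50% inhibition at 5 µM, scaled per plate between neutral and stimulator controls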;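 note: PAF is a Pseudomonas aeruginosa culture filtrate used as stimulus; plate controls were PAF-stimulated DMSO wells for no effect and unstimulated DMSO wells for full effect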
Vif imaging – HIV Vif inhibition; HEK293T cells, Vif self-association by quenched fluorescence, imaging, 24 h; inhibition, % at 7.49 µM; 340,000 compounds, 0.35% hits; AID 602346; in the data active = inhibition above about 50%, passing the limit was not always enough; inconclusive = no clear call, values can overlap the other calls; inactive = below about 31%; note: some results filed as inactive read as strong as hits
KKLEB cytotox – reduces viability of KKLEB cystic fibrosis airway cells | KKLEB CF airway cells viability, ATPlite luminescence, overnight; active compounds read low; cells stimulated with P. aeruginosa culture filtrate | activity change (cytotoxicity), % at 5 µM | 360,000 compounds, 0.36% hits;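 active = corrected activity change at or below -50% at 5 µM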
HIF-2a inh – blocks HIF-2a reporter activity | 360,000 compounds, 0.72% hits | 786-0 RCC cells HIF-2a reporter, luciferase luminescence, overnight | inhibition, % at 18.8 µM;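 active = inhibition of the luminescence signal of 40% or more relative to plate controls, in a single-dose primary screen at 18.75 µM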
PDI inh – PDI (human) enzyme inhibition. inhibition, % at 10 µM. 350,000 compounds, 0.052% hits. AID 588391. P07237. PDI insulin aggregation turbidity, A650, 90 min;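 active = mean inhibition across replicates of 30% or more, whatever share of single replicates reach that level; inconclusive = mean inhibition below 30% while every single replicate reaches 30%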;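 note: absorbance from insulin aggregation driven by PDI reduction with DTT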
Target sequence (P07237 whole entry, looked up): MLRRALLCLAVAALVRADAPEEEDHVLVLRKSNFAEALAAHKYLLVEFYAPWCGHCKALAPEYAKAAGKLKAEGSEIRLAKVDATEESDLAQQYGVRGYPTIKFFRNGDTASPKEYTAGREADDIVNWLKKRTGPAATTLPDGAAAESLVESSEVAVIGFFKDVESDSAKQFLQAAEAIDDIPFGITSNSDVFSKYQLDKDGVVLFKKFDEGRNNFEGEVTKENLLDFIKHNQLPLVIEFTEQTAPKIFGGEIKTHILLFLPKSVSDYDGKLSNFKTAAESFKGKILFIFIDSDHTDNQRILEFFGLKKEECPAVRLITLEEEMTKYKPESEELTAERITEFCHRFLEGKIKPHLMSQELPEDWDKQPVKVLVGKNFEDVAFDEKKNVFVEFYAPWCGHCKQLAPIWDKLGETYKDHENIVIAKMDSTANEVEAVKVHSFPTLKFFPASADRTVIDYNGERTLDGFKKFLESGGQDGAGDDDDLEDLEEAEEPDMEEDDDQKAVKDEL
NR2E3 ag-2 – NR2E3 (human) agonism; Q9Y5X4; GST-NR2E3/biotin-RetCOR TR-FRET, 1536-well; inhibition of corepressor binding, % at 4.78 µM; 320,000 compounds, 0.12% hits; AID 2300;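 active = percent inhibition above the cutoff of mean plus 3 SD of all tested compounds, set per screening campaign, cut at about 20% in these data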;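 note: 0% = DMSO wells and 100% = biotin wells as full block of FRET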
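Material: NR2E3–RetCOR corepressor complex | Quantity: 1.35 nM GST-tagged NR2E3 final | Schedule: 5 h at 4 °C | Replication: Singlicate compound wells | Reagent: RetCOR corepressor, biotinylated, 7 nM | Controls: Biotin wells as high control, 0.6% DMSO wells as low control | Signal: TR-FRET, Eu(K)-anti-GST donor, streptavidin-D2 acceptor, ex 340, em 617/671 nm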
Active calls of the source: *; u = inconclusive; x = not tested or not shown.

SMILES	MITF TRPM1 inh	Shn3 3UTR inh	Peg3 prom inh	CaV13 ICDI inh	NR2E3 ag-1	CF NFkB inh	Vif imaging	KKLEB cytotox	HIF-2a inh	PDI inh	NR2E3 ag-2
COc1ccc2nc(C)c3c(c2c1)OC(C)C3 (configuration not stated)	0	-9	-7	x	2	-14	5	5	-8	-12	-3
O=C(Nc1ccc(S(=O)(=O)C(F)F)cc1)c1ccc2c(=O)n3c(nc2c1)CCC3	19	54	-4	-3	16	-19	17	3	14	2	1
CCSc1nnc(CNC(=O)c2ccccc2F)n1-c1ccccc1OC	7	-7	14	-10	14	-13	7	14	16	-5	1
Cc1ccc(-c2cc(-c3ccccc3C)[nH]n2)c(O)c1	-68	-85	-207	x	-211	-2	-8	4	-218	-4	3
O=S1(=O)CC(c2ccccc2)=NN=C(c2ccccc2)C1	x	25	-257	-5	-114	-31	0	-41	-151	-7	x
COc1ccc(C(=O)O)cc1S(=O)(=O)Nc1ccccc1C(=O)NCc1ccc2c(c1)OCO2	3	-6	10	-2	9	14	x	0	14	-1	-1
COc1cccc(-c2nnc(NC(=O)c3ccc(Cl)s3)o2)c1	x	-9	-17	-5	-14	-65	4	26	-118	-6	-2
O=C(c1ccoc1)N1CCN(c2cc(-c3ccccc3)nc3cc(-c4ccc(Br)cc4)nn23)CC1	x	49	28	-5	-16	-22	0	0	-3	-11	x
C=CCn1c(SCC(=O)NCCC2=CCCCC2)nc2ccc(Cl)cc2c1=O	6	6	11	-5	3	0	1	2	11	-4	4
CC(=O)c1ccc(OCCCC(=O)Nc2cccc(S(=O)(=O)N3CCCCC3)c2)cc1	6	16	23	-5	0	9	1	-4	8	-11	1
Cc1ccc(-c2ccc(=O)n(CCC(=O)N3CCN(c4cccc(C)c4)C(C)C3)n2)cc1 (configuration not stated)	1	24	8	-10	29	-4	x	14	18	0	0
CCOc1ccc(C2C(C(=O)OC)=C(C)N=C3SCCC(=O)N32)cc1OCC (configuration not stated)	-2	14	17	x	-14	0	-4	-7	5	-3	0
CC1Cc2cc(/C(O)=C3/C(=O)C(=O)N(CCN4CCOCC4)C3c3ccc(C(C)C)cc3)ccc2O1 (configuration not stated)	-11	-9	4	-21	-12	4	3	8	15	-2	3
COC(=O)C1=C(CSc2nncn2C)NC(=O)NC1c1ccc(F)cc1 (configuration not stated)	-2	14	3	-3	-10	2	23	-5	13	0	2
COc1ccccc1C(=O)COC(=O)CNS(=O)(=O)c1ccc(C)c(C)c1	-4	-17	9	-5	-25	-16	-14	2	3	-2	-5
COc1ccc(-c2c(C)n([O-])c3c([n+]2=O)CCCC3)c(OC)c1	1	-8	19	-8	8	-7	2	9	12	5	-2
CN(C)/C(=C\C(=O)c1ccccc1)C(=O)c1ccccc1	-3	4	12	-6	11	-8	1	21	9	19	x
CCCOC(=O)Nc1ccc(S(=O)(=O)Nn2cnnc2)cc1	6	-11	13	-8	-34	-10	0	6	-4	-2	3
COc1ccc(NC(=O)c2cc(S(=O)(=O)Nc3ccc(OC)cc3)cs2)cc1	10	35	17	-10	-11	-1	4	3	12	2	0
Cn1c(SCC2CCCO2)nnc1-c1ccc([N+](=O)[O-])cc1 (configuration not stated)	1	14	-9	1	-11	4	8	10	-14	2	0
Cc1cccc(NC(=O)N2CCCc3ccccc32)c1C	-5	-13	2	-4	3	-17	-3	9	-13	-7	x
Cc1ccc(NC(=O)CN(C)C(=O)Cc2coc3cc(C)c(C)cc23)cc1	-2	-5	9	-6	8	4	2	-8	3	-1	x
Cc1cc(SCC(=O)Nc2ncc(Cl)cc2Cl)nc2ccccc12	-6	-10	-27	-5	-5	4	2	4	-24	-4	6
COCCn1c(N)c(C(=S)NC(=O)c2cccs2)c(=O)[nH]c1=O	-10	x	-2	-7	-16	-8	-10	9	-5	0	1
CN(C)c1ccc(NC(=O)N2CCOCC2)cc1	-22	-27	-132	-5	-41	-13	-4	17	-93	5	-4
C=CC(=O)Oc1ccc(N2Cc3ccccc3C2=O)cc1	x	8	-5	x	-75	8	-3	6	-227	-19	0
COc1ccc(N2CCN(C(=O)c3ccc(Cn4c(=S)[nH]c5ccc(N6CCOCC6)cc5c4=O)cc3)CC2)cc1	-61	-2	-202	-2	-44	21	2	-1	-199	-5	-2
O=C(O)c1cccc(COCC(F)(F)C(F)F)c1	-3	-31	-65	-8	-55	-17	0	13	-46	5	2
CC1CCCN(CCCNC(=O)c2ccc(NC(=O)C3=CSCCO3)cc2)C1 (configuration not stated)	-11	8	-21	-5	-19	-17	9	8	-2	2	2
CCOC(=O)[C@H]1[C@H]2COc3ccc(Br)cc3[C@@H]2N2C(=O)CN(Cc3ccc(F)cc3)C(=O)[C@@]12C	-4	4	9	-10	-10	-3	-5	-1	12	7	3
COCC1CCCCN1Cc1cn[nH]c1-c1ccc2cc(OC)ccc2c1 (configuration not stated)	-3	-35	-39	-5	-25	18	-9	-18	-40	-2	4
Cc1cccc[n+]1C1C(c2ccc([N+](=O)[O-])cc2)C(C#N)=C(C(=C=[N-])C#N)NC1(O)C1CC1 (configuration not stated)	4	-1	11	-2	5	-7	x	-7	18	3	5
O=C(NC(=S)N(Cc1ccccc1)c1ccccn1)C1CCCCC1	-6	-14	-6	-5	-26	-8	4	7	-18	-1	4
CC1(C)Cc2nc3sc(C(=O)NCCCO)c(N)c3cc2CO1	-23	-7	-45	-1	-30	-4	2	-5	-88	-3	-2
COc1cc(CN2CCc3c([nH]c4ccccc34)C2)cc(OC)c1	11	25	28	-21	4	8	-5	3	20	11	1
Cc1cc2ccccc2n1CCNC(=O)Cc1cccc2ccccc12	x	29	19	-9	-19	2	-5	-10	5	x	-1
CCCCn1c(=O)[nH]c(=O)c2c1nc(-c1ccc(OCCC)c(OCC)c1)n2C	6	-3	19	6	-7	19	1	-10	20	5	0
N#CCCn1c(SCC(=O)N2CCN(S(=O)(=O)c3ccccc3)CC2)nc2ccccc21	-12	-3	5	-4	-11	-7	35	2	14	4	0
Cc1oc(-c2cccs2)nc1CN1CCN(CCC(C)C)C(CCO)C1 (configuration not stated)	-38	-5	3	-6	-15	-3	8	-5	4	13	5
COC(=O)c1sccc1NC(=O)c1ccc(C(C)C)cc1	7	-4	-82	-2	-90	2	-13	-3	-163	0	-2
CCOC(=O)C1=C(COC(=O)[C@H](C)NS(=O)(=O)c2ccccc2F)NC(=O)NC1C (some centres not stated)	-2	3	-4	-5	8	16	-1	-3	1	20	2
COc1ccccc1C(=O)COC(=O)C(CCSC)NC(=O)COc1ccccc1 (configuration not stated)	6	-1	4	-5	-18	6	0	-4	2	1	-2
CCCCCCC(=O)Nc1nc(C)c(-c2csc(Nc3cc(OC)ccc3OC)n2)s1	-4	16	17	-4	10	0	4	11	18	-9	-2
COC(=O)c1ccsc1NC(=O)CSc1nnnn1-c1ccccc1SC	1	18	-5	-4	2	12	-14	-13	1	0	-2
Cc1cccc(NC(=O)c2ccco2)c1C(=O)O	x	-5	5	-5	7	-7	-3	-11	15	0	3
COc1ccc(-c2nnc3n(CCc4ccccc4)c(=O)c4ccccc4n23)cc1OC	-16	-9	-19	-5	-21	-13	-10	15	-50	-15	-2
CC(C)(C)C(=O)NC(=S)NNC(=O)c1ccc(-c2ccccc2)cc1	u	94*	40	x	62	56*	-8	-18	-12	-2	3
CC(=O)Nc1ccc(S(=O)(=O)NNC(=O)c2cccc([N+](=O)[O-])c2)cc1	-8	11	3	-6	-10	3	-3	-3	7	-10	x
Cc1ccc(/C=C2\S/C(=N/S(=O)(=O)c3cccs3)NC2=O)cc1	-6	-22	18	-3	-2	15	0	2	5	4	-3
CC(C)CCNC(=O)CN(C(=O)Cn1nnc(-c2ccccc2F)n1)c1cccc2c1CCCC2	9	1	2	-4	-9	2	-20	-10	30	3	-2
NC(=O)c1sc2nc(-c3cccnc3)ccc2c1N	x	-3	-12	-25	-56	-18	7	10	-31	0	-4
Cc1ccc(NC(=O)CN2C(=O)CSC2=O)cc1	-8	1	3	x	-18	-14	20	5	0	2	3
COCCCNC(=S)N1CCN(c2ccccc2)CC1	-11	24	-16	4	-11	6	3	-5	-21	-2	2
COCCNC(=O)C(c1ccc(F)cc1)N(Cc1ccccc1)C(=O)CCC(=O)Nc1nccs1 (configuration not stated)	-12	6	-2	-5	-17	-8	-3	10	11	-5	0
COc1ccc2oc(=O)c(C(=O)N3CCN(c4ccccc4)CC3)cc2c1	-12	-10	-100	-8	-4	9	13	3	-106	11	2
O=C1c2ccccc2S(=O)(=O)N1CC1CC(c2ccccc2)=NO1 (configuration not stated)	-74	-74	-231	-3	-72	-8	0	-2	-227	2	1
COCCSc1nnc(NC(=O)c2ccco2)s1	0	-11	-41	-21	-57	-12	2	-1	-75	3	0
C=CCn1c(=O)/c(=C/c2cc(OC)c(OC)c(OC)c2)s/c1=C(/C#N)c1nc2ccccc2n1C	7	-6	30	-17	30	5	x	-50*	12	-6	-1
C/C(=N\NC(=O)c1cc(-c2cccc([N+](=O)[O-])c2)n[nH]1)c1ccccc1O	-9	12	18	-5	-12	-4	1	3	-18	4	5
COc1cc(/C=N\NC(=O)c2ccc(C)nc2)ccc1OC(=O)c1ccc2c(c1)OCO2	5	-3	-17	-6	-20	-13	-7	8	1	1	0

Shown as a hit in CF NFkB inh, among the entries above:
| molecule | MITF TRPM1 inh | Shn3 3UTR inh | Peg3 prom inh | CaV13 ICDI inh | NR2E3 ag-1 | CF NFkB inh | Vif imaging | HIF-2a inh | PDI inh | NR2E3 ag-2 |
| --- | --- | --- | --- | --- | --- | --- | --- | --- | --- | --- |
| CC(C)(C)C(=O)NC(=S)NNC(=O)c1ccc(-c2ccccc2)cc1 | u | 94* | 40 | x | 62 | 56* | -8 | -12 | -2 | 3 |

Next results follow.
SMILES	MITF TRPM1 inh	Shn3 3UTR inh	Peg3 prom inh	CaV13 ICDI inh	NR2E3 ag-1	CF NFkB inh	Vif imaging	KKLEB cytotox	HIF-2a inh	PDI inh	NR2E3 ag-2
CN1CCN(C(=O)C23CC4CC(C)(CC(C)(C4)C2)C3)CC1	7	-1	5	-4	-12	12	7	-4	13	8	-2
CC(C)OCCCNC(=O)Cc1ccc(F)cc1	13	-6	-3	0	31	-4	-6	6	9	-7	3
O=C(/C=C/c1cccc(Cl)c1)c1ccc([N+](=O)[O-])o1	98*	95*	99*	-5	19	87*	-3	-46	97*	5	17
CCC(C)c1ccccc1N1CC(C(=O)Nc2cc(S(=O)(=O)N3CCOCC3)ccc2OC)CC1=O (configuration not stated)	5	19	21	-2	-17	13	-5	-2	9	3	2
O=S(=O)(c1ccc(Cl)cc1)N1CCNCC1	3	12	10	-5	5	-5	-7	-19	16	-2	-2
